# RSV CPE inhibition: RSV antiviral activity via CPE protection, HEp-2 cells, primary 10 µM value included (AID 2391) | HEp-2 cells, RSV-induced CPE inhibition; higher % means a stronger effect | CPE inhibition, % at 10 µM, or IC50 in µM where a hit was titrated | actives 0.13% (n = 310,000); in the data active = a potency from the dose series; note: strong numbers were not always called active
# West Nile antiviral: West Nile virus antiviral activity, cell-based, CPE readout (AID 1621) | actives 0.02% (n = 290,000) | West Nile virus-infected cells, CPE inhibition; higher % means a stronger effect | CPE inhibition, % at 10 µM; hits with a dose series show IC50 in µM; in the data active = a potency from the dose series; note: strong numbers were not always called active
# Myeloid diff MLP: myeloid differentiation induction. ER-HoxA9 myeloid progenitors, lysozyme-GFP differentiation, flow cytometry. calls only at 10 µM. AID 624256. actives 1% (n = 360,000);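 active = normalized GFP-positive differentiation at or above the plate's own cutoff, the solvent-only control mean plus 3 SD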;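 note: cells exposed to compound for four days before flow analysis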
# Salmonella PhoP GFP: inhibitors of PhoP regulon expression, primary screen, Salmonella Typhimurium, GFP reporter (AID 1863); S. Typhimurium PhoP-regulated promoter GFP reporter, 4 h; higher % means a stronger effect; actives 0.16% (n = 300,000); inhibition, % at 50 µM; hits with a dose series show IC50 in µM;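 active = inhibition over 29.93%, a cutoff 3 SD above the screen mean, later confirmed by dose response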;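 note: 0% = low Mg2+ inducing control and 100% = high Mg2+ repressing control; strong numbers were not always called active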
# MgcRacGAP inhibition: MgcRacGAP GTPase-activating activity inhibitors, confirmation, biochemical, ADP Hunter fluorescence | MgcRacGAP-stimulated Rac1 GTP hydrolysis, ADP Hunter fluorescence; higher % means a stronger effect; GST-tagged Rac1 F28L mutant substrate | inhibition, % at 30 µM; hits with a dose series show IC50 in µM | actives 0.6% (n = 340,000);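 active = first-screen hits whose inhibition reached a set limit at any dose in the follow-up dose series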;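 note: fluorescence reports GDP produced by GAP-driven GTP hydrolysis; strong numbers were not always called active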
# Large T inhibition: TAg ATPase/helicase activity blockers – biochemical (AID 1903) | SV40 large T antigen ATPase/helicase inhibition assay; higher % means a stronger effect | inhibition, % at 20 µM, or IC50 in µM where a hit was titrated | actives 0.39% (n = 310,000); in the data active = a potency from the dose series; note: strong numbers were not always called active
# bCat nuc transl: beta-catenin nuclear translocation modulation; HeLa beta-catenin nuclear translocation, immunofluorescence imaging; actives 0.3% (n = 190,000); nuclear translocation activity, % at 5 µM; AID 1665;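 active = nuclear translocation activity above 50% at 5 µM, with a well cell count of 50 or more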;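 note: per-cell ratio of nuclear to cytoplasmic median beta-catenin stain intensity; plate controls were DMSO negative control for no effect and GSK-3 inhibitor IX positive control for full effect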
#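 Test system: human HeLa cells, endogenous beta-catenin. Times: 24 h compound exposure, 37°C. Measured by: beta-catenin immunofluorescence imaging with DAPI.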
# WT yeast gro inh: growth inhibition of WT yeast, mitochondrial fusion screen; actives 2.1% (n = 190,000); inhibition, % at 10 µM; mitochondrial fusion phenotypic screen, WT strain; AID 1362; in the data active = inhibition above about 58%; tested in S. cerevisiae
# T cell HTS: modulates CD8 T cell binding to vesicles | actives 0.068% (n = 330,000) | 2C CD8+ T cell-vesicle binding, flow cytometry; hits give low values | AID 2052 | calls only at 7 µM;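 active = response, share of CD8 T cells binding vesicles, and their 90th percentile fluorescence all below set limits, cut at about 80% in these data, passing the limit was not always enough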
#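 Material: 2C TCR transgenic mouse naive CD8+ T cells, MACS-purified. Also added: QL9-charged Drosophila Ld/ICAM-1/B7-1 vesicles. Timing: binding 1.5 h at 37 °C. Measured by: high-throughput flow cytometry with anti-B7-1 and anti-CD8 staining. Read-out: percent CD8+ FL2 mean versus row control. Controls: Unloaded micro-vesicles (low), QL9 vesicles with 0.7% DMSO (high).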
# WT yeast gro inh mutant strain: recorded beside WT yeast gro inh, whose call it bears; inhibition, %; mitochondrial fusion phenotypic screen, mutant strain inhibition
# bCat nuc transl cell count 5 µM: also measured in bCat nuc transl; calls as there; cell count; measured here: cell count, cytotoxicity flag
# T cell HTS vesicle-bound %: also measured in T cell HTS; calls as there; double positive events, %; measured here: CD8+ vesicle-bound cell fraction;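 binding gate set so that unloaded-vesicle control wells show 10% double positive cells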
# Myeloid diff MLP GFP+ MAC1+ %: also measured in Myeloid diff MLP; calls as there; GFP+ MAC1+ double positive, %; measured here: differentiation confirmed by MAC1 staining
# Active calls of the source: *; i = inactive; nt = no result given.
smiles,RSV CPE inhibition,West Nile antiviral,Myeloid diff MLP,Myeloid diff MLP GFP+ MAC1+ %,Salmonella PhoP GFP,MgcRacGAP inhibition,Large T inhibition,bCat nuc transl,bCat nuc transl cell count 5 µM,WT yeast gro inh,WT yeast gro inh mutant strain,T cell HTS,T cell HTS vesicle-bound %
O=C1c2ccccc2C(=O)N1SC1CCCCC1,-0.3%,0.1%,i,2.0,11%,3%,16%,2.4,1321,25,23,i,19
CC1(C)CC(=O)C=C(c2ccc3ccccc3c2)C1,2.0%,nt,i,2.8,nt,5%,nt,nt,nt,nt,nt,i,46
CCCCC(=O)Nc1cnc(NC(=O)c2ccco2)cc1C,-0.1%,-0.6%,i,1.1,-6%,10%,10%,nt,nt,nt,nt,i,34
CCOCCc1nnc(NC(=O)CCS(=O)(=O)c2ccccc2)s1,1.5%,1.2%,i,1.1,-6%,7%,10%,nt,nt,nt,nt,i,30
CC(=O)Nc1ccc(C2=NNC(=Nc3ccc(S(=O)(=O)N4CCOCC4)cc3)SC2)cc1,0.7%,-0.2%,i,0.1,-12%,21%,16%,1.9,1229,nt,nt,i,28
CC(C)CNc1nc(N)c([N+](=O)[O-])c(N2CCCCCC2)n1,0.1%,-0.5%,i,0.5,nt,7%,12%,nt,nt,nt,nt,i,43
O=C(Cc1ccc(O)cc1)NC1CCCCCC1,-0.5%,0.2%,nt,nt,7%,12%,2%,nt,nt,nt,nt,i,39
COc1cccc(-n2nc(-c3ccnn3-c3ccccc3)c(=O)n(C)c2=O)c1,0.5%,-0.2%,i,0.1,5%,1%,1%,nt,nt,3,-19,i,41
CC(C)CC1NC(C(=O)O)Cc2c1[nH]c1ccccc21 (centres undefined),0.6%,-0.1%,i,0.5,-3%,-3%,12%,nt,nt,nt,nt,i,36
Cc1c(OC(C)C(=O)N[C@H](C(=O)O)c2ccccc2)ccc2c3c(c(=O)oc12)CCCC3 (some centres undefined),1.2%,0.4%,i,3.8,9%,1%,1%,nt,nt,nt,nt,i,15
CCN(CC(=O)Nc1ccccc1C(F)(F)F)C(=O)c1cc2c(s1)CCCCC2,15%,nt,i,0.8,0%,10%,6%,nt,nt,nt,nt,i,43
O=C(CCCN1CCc2[nH]c3ccc(F)cc3c2C1)c1ccc(F)cc1,8.0%,-0.7%,i,0.7,17%,6%,-1%,nt,nt,nt,nt,i,8
CCN(CC)S(=O)(=O)c1cccc(-c2nnc(SCCOc3ccc(Cl)cc3)o2)c1,8.0%,-0.8%,i,0.6,-3%,4%,1%,-2.0,1118,24,8,i,22
N#Cc1ccc(C(=O)N(Cc2ccccc2)c2ccccc2)cc1,2.2%,-0.9%,i,3.6,3%,11%,1%,nt,nt,nt,nt,i,24
Cc1ccccc1OCCN1C(=O)c2ccccc2C1=O,3.9%,-0.2%,i,5.4,-3%,2%,4%,-0.6,1442,-5,-8,i,26
CCCn1c(NCc2ccc3c(c2)OCO3)nc2ccccc21,-2.5%,-1.6%,i,3.5,4%,-11%,12%,-0.2,940,14,13,nt,nt
Cc1cc(OCC(=O)O/N=C(\N)c2ccccc2)ccc1Cl,1.6%,0.1%,i,0.3,-6%,5%,24%,-1.7,1042,14,10,i,37
COC(=O)CCn1[nH]c(=O)c2ccccc2c1=O,1.6%,-0.2%,i,0.5,-3%,5%,-6%,nt,nt,-14,20,i,44
CCN1CCN(c2ccc(NC(=O)c3ccc(C#N)cc3F)cc2Cl)CC1,0.0%,-0.6%,i,0.5,-3%,11%,7%,-1.3,1096,0,13,i,49
CCCOc1ccc(C(=O)CCN2CCCCC2)cc1,-0.6%,0.1%,i,0.8,20%,-3%,-1%,0.6,854,-8,3,i,50
O=C(c1ccccc1)C1CCN(CC(=O)N2CCN(c3ccccc3)CC2)CC1,-1.1%,-0.4%,i,0.6,-3%,9%,25%,0.5,1531,-8,-2,i,14
Cc1cc(=O)oc2cc(OCC(=O)OCC(=O)Nc3ccccc3C(C)C)ccc12,0.1%,0.3%,i,1.0,8%,0%,9%,-1.5,1057,-19,-19,i,32
CCc1c(C)nc(SCC(=O)Nc2c(C)n(C)n(-c3ccccc3)c2=O)[nH]c1=O,1.4%,0.7%,i,1.4,-4%,4%,3%,-2.7,1361,-1,-16,i,14
COc1ccc(CCNS(=O)(=O)c2cccc(F)c2)cc1OC,2.0%,-0.4%,i,20,5%,2%,4%,nt,nt,10,16,i,21
O=C(NCCC1=CCCCC1)C1CCCN(S(=O)(=O)c2cnc[nH]2)C1 (centres undefined),0.1%,-1.3%,i,2.1,9%,6%,-1%,nt,nt,-17,14,i,36

# Further results.
smiles,RSV CPE inhibition,West Nile antiviral,Myeloid diff MLP,Myeloid diff MLP GFP+ MAC1+ %,Salmonella PhoP GFP,MgcRacGAP inhibition,Large T inhibition,bCat nuc transl,bCat nuc transl cell count 5 µM,WT yeast gro inh,WT yeast gro inh mutant strain,T cell HTS,T cell HTS vesicle-bound %
COc1cc(C(=O)N2CCN(c3cccc(C)c3C)CC2)ccc1OCC(=O)N1CCOCC1,0.4%,nt,i,0.6,nt,8%,nt,nt,nt,nt,nt,i,33
Cc1ccc(-c2nc(-c3ccncc3)no2)cc1C,8.5%,-1.3%,i,0.1,6%,7%,-7%,nt,nt,nt,nt,i,53
Cc1ccc(S(=O)(=O)C2(C(=O)N3CCCC(C)C3)CC2)cc1 (centres undefined),-0.6%,-0.7%,i,7.4,1%,5%,9%,1.0,1344,16,17,i,30
O=C(NCC1CC1)Nc1ccccc1,1.6%,0.9%,i,1.1,3%,0%,-1%,nt,nt,nt,nt,i,34
Cc1cccc(Cc2cnc(NC(=O)c3ccc(C)o3)s2)c1,1.4%,-1.1%,i,1.6,-1%,8%,10%,-0.4,1084,1,2,i,22
Cn1c(SCC(=O)Nc2ccc(N3CCOCC3)cc2)nnc1-c1ccccc1,1.0%,-0.3%,i,0.5,10%,16%,11%,0.9,997,1,7,i,17
Cc1ccc([N+](=O)[O-])c(C(=O)N/N=C/c2cccs2)c1,0.2%,0.6%,i,0.6,9%,10%,3%,2.5,1291,nt,nt,i,13
Cc1ccc(-c2csc3nnc(SCC(=O)Nc4nsc(-c5ccccc5)n4)n23)cc1,22%,-0.3%,i,12,-6%,8%,0%,-0.9,1041,26,17,nt,nt
O=C(NCc1ccccn1)c1ccc(OC2CCN(Cc3ccccc3)CC2)cc1,0.6%,-0.4%,i,0.1,6%,7%,7%,nt,nt,nt,nt,i,24
O=C1OCCC1Sc1nc2ccccc2n1-c1ccccc1 (centres undefined),1.1%,0.3%,i,1.1,-10%,9%,16%,0.9,1176,5,5,i,31
O=[N+]([O-])c1ccc(N2CCN(C(=S)Nc3ccc(F)cc3F)CC2)cc1,0.0%,-1.0%,i,0.8,0%,-17%,8%,3.3,717,9,7,i,14
CS(=O)(=O)c1ccc([C@@H](O)[C@@H](CO)NC(=O)C(Cl)Cl)cc1,0.4%,nt,i,4.7,70µM*,5%,15%,nt,nt,nt,nt,i,29
CC(=O)Nc1ccc(OC(=O)c2ccco2)cc1,-0.1%,0.2%,i,6.8,5%,20%,32%,2.1,979,11,-4,i,66
Cc1cc(/C=N/n2cnnc2)c(C)n1-c1ccc(C(=O)O)cc1,0.0%,0.1%,i,1.6,3%,-3%,-1%,-6.4,1020,1,5,i,36
Cc1ccc(-c2nc3ncccc3o2)cc1NC(=O)Cc1ccc(Cl)cc1,1.6%,-0.2%,i,0.5,3%,9%,3%,-2.3,1006,8,-8,i,41
O=C1C(SCCO)=C(SCCO)C(=O)c2ccccc21,-3.8%,nt,i,2.1,71µM*,32µM*,27µM*,nt,nt,nt,nt,i,28
Nc1nnc(SCCCC(=O)c2ccc(Br)cc2)s1,3.0%,0.4%,i,0.5,-4%,8%,7%,3.8,933,-12,-5,i,38
O=C(Nc1nccs1)NC(C(F)(F)F)C(F)(F)F,-1.3%,-0.3%,i,1.5,-6%,9%,4%,nt,nt,9,19,i,27
Cc1ccc2[nH]cc(C(=O)NCc3cccs3)c(=O)c2c1,14%,1.7%,i,5.7,2%,8%,10%,6.5,474,-23,5,i,23
COc1ccccc1S(=O)(=O)Cc1ccc(C(=O)NCC2CCCO2)o1 (centres undefined),-0.2%,-0.4%,i,0.1,-5%,9%,-1%,-1.3,1172,-1,12,i,44
COc1ccc(C(=O)CN2C(=O)NC3(CCCc4ccccc43)C2=O)cc1 (centres undefined),-1.5%,nt,i,0.4,9%,5%,6%,nt,nt,nt,nt,i,50
COc1cc(NC2c3ncccc3C(=O)N2Cc2ccco2)cc(OC)c1 (centres undefined),9.5%,0.2%,i,0.7,0%,13%,12%,5.5,1313,17,12,i,38
CN(C)CCNC(=O)c1onc(CSc2ccncc2)c1C(=O)NCCN(C)C,-0.8%,0.1%,i,0.5,5%,15%,14%,nt,nt,nt,nt,i,45
O=C(CN(c1ccc2c(c1)OCCO2)S(=O)(=O)c1ccccc1)NCc1ccc(Cl)cc1,5.3%,0.0%,i,0.3,5%,7%,4%,0.6,551,14,-19,i,12
COC(=O)C1=NNC2(c3ccc(Cl)cc3)C(=O)N(c3ccc(Cl)cc3)C(=O)C12 (centres undefined),1.9%,-0.2%,i,0.2,0%,8%,16%,1.1,1142,3,3,i,35
CCOC(=O)C1CCN(C2=C(NS(=O)(=O)c3ccc(Br)cc3)C(=O)c3ccccc3C2=O)CC1,2.2%,0.3%,i,2.7,15%,8%,9%,nt,nt,nt,nt,i,8
CC(=O)c1cccc(S(=O)(=O)Nc2cccc(S(=O)(=O)NC3=NCCC3)c2)c1,1.3%,0.2%,i,1.1,0%,5%,27%,-0.1,1008,-5,-20,i,55
CC(C)Cn1c(SCC(=O)c2ccc(Cl)s2)nnc1-c1ccco1,-1.2%,0.6%,i,1.5,-6%,12%,3%,-0.5,1217,-9,-3,i,33

# Three of the compounds above, with values under each structure:
# Values run as follows: RSV CPE inhibition | West Nile antiviral | Myeloid diff MLP | Myeloid diff MLP GFP+ MAC1+ % | Salmonella PhoP GFP | MgcRacGAP inhibition | Large T inhibition | bCat nuc transl | bCat nuc transl cell count 5 µM | WT yeast gro inh | WT yeast gro inh mutant strain | T cell HTS | T cell HTS vesicle-bound %
CC(C)CC1NC(C(=O)O)Cc2c1[nH]c1ccccc21 (centres undefined)
    0.6% | -0.1% | i | 0.5 | -3% | -3% | 12% | nt | nt | nt | nt | i | 36
Cc1c(OC(C)C(=O)N[C@H](C(=O)O)c2ccccc2)ccc2c3c(c(=O)oc12)CCCC3 (some centres undefined)
    1.2% | 0.4% | i | 3.8 | 9% | 1% | 1% | nt | nt | nt | nt | i | 15
CCN(CC(=O)Nc1ccccc1C(F)(F)F)C(=O)c1cc2c(s1)CCCCC2
    15% | nt | i | 0.8 | 0% | 10% | 6% | nt | nt | nt | nt | i | 43
